KAT2A inh – inhibitors of human GCN5L2 histone acetyltransferase. Q92830. Potency, µM (titrated, usually from 58.9 µM), without a hit: top-dose activity change, negative = inhibition, usual class: inhibitors. hit rate 0.21% among 390,000. GCN5L2 HAT assay, ThioGlo1 CoA-SH fluorescence
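Free CoA generated was detected with ThioGlo1 (50uM) fluorescence at Ex340nm/Em540nm, read immediately and after 20 min at room temperature. Enzyme, 20 nM in HEPES pH 7.5 buffer, saw compounds 15 min before adding 75uM H3(1-25) peptide and 70uM acetyl-CoA.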
N370S GC – inhibits or activates N370S mutant glucocerebrosidase; hit rate 0.092% among 330,000; Potency, µM (top dose mostly 59.4 µM), without a hit: at the highest dose activity change, negative = inhibition, usual class: inhibitors; N370S GC spleen homogenate, 4MU-glucoside fluorescence; P04062;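 also: 0% = full enzyme activity and -100% = no enzyme basal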
FEN1 inhibitor – human FEN1 inhibition. Recombinant FEN1 flap cleavage, fluorescence, 15 min. Potency, µM (top dose mostly 114 µM), inactives show at the highest dose activity change, negative = inhibition, most hits filed as inhibitors. hit rate 0.35% among 390,000. AID 588795; also: nearly all actives have a fitted effect of over 65% in size
Target sequence (P39748 whole entry, looked up): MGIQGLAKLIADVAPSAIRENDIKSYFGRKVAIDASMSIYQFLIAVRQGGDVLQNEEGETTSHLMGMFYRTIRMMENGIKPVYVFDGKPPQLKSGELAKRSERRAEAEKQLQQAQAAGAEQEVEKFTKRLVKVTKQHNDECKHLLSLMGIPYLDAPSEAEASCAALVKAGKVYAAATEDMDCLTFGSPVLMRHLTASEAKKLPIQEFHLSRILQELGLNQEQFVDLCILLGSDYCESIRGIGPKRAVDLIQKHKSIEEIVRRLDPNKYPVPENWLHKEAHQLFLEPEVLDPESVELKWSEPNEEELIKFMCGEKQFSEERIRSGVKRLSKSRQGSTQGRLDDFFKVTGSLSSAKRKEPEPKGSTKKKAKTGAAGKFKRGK
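FEN1 at 10 nM, compound pretreatment for 15 min (room temperature), 50 nM final substrate to initiate; endpoint reads at 0 and 15 min; DMSO-only plates used as vehicle background.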
An asterisk follows results filed as active; ? = inconclusive; . = not tested or not shown. Calls follow the shape of the dose curve; as a rule, active = well fitted curve in the direction sought with a large enough effect; inconclusive = small, poorly fitted or top-dose-only effect, or another doubt; inactive = no such curve, though single readings can be large; an effect the other way counts as inactive or inconclusive. Unless noted, % is scaled to controls: 0 for no effect and ±100 for the full control effect; potency is read from the fitted curve at half-maximal effect.

SMILES	KAT2A inh	N370S GC	FEN1 inhibitor
CCOc1ccc(NC(=O)c2c(NCc3cccc(OC)c3OC)sc3c2CCC3)cc1	-7.0%	.	-8.7%
CN(C)CCCN1CC(=O)N2[C@@H](Cc3c([nH]c4ccccc34)C2(C)C)C1=O	-2.3%	-1.1%	1.6%
COc1cc(C(=O)NCCCN2CCCC2=O)cc(OC)c1OC	-1.6%	15.0%	0.4%
CC(O)C(NC(=O)OCc1ccccc1)C(=O)OCc1ccccc1 (stereo not given)	-0.3%	.	0.1%
O=C(CN(Cc1ccc(F)cc1)S(=O)(=O)c1ccc(S(=O)(=O)N2CCOCC2)cc1)Nc1ccccc1	0.1%	3.9%	14.2%
COc1ccc(/C=C/C(=O)OCC(=O)NCCCc2ccccc2)cc1OC	-8.6%	.	-22.2%
O=C(CN1CCCCCC1)Nc1ccc(Br)cc1[N+](=O)[O-]	-13.6%	-13.7%	-3.8%
COc1ccc(-c2cc(C(F)(F)F)nc(S(=O)(=O)CCC(=O)N3CCOCC3)n2)cc1	-14.9%	-2.2%	1.2%
CCc1ccc(N2C(=O)CN(Cc3cc(OC)c(OC)c(OC)c3)C2=S)cc1	-2.6%	-11.0%	-2.6%
COc1cc(C(C)=O)ccc1OCC(O)CN1CCN(c2ccc(F)cc2)CC1 (stereo not given)	2.7%	-5.7%	15.1%
Oc1ccc(-c2nccc(-c3ccc(Cl)cc3)n2)cc1	-7.9%	3.1%	-5.0%
CCCCNC(=S)NNc1c(Cl)cc(Cl)cc1Cl	1.9%	-1.7%	2.3%
CCOc1ccccc1NC(=O)N1CCC(n2nnc3cc(C)ccc32)CC1	-2.5%	-5.7%	-0.1%
Cc1c(-c2cccs2)[n+](=O)c2c(n1[O-])CCCCC2	4.8%	-2.5%	9.2%
CCOC(=O)C1CCN(C(=O)Cn2c(-c3cccs3)cc3cc(Cl)ccc32)CC1	-5.3%	.	-16.1%

Four structures already listed, sorted by formula weight, lowest first.
SMILES	KAT2A inh	N370S GC	FEN1 inhibitor
CCCCNC(=S)NNc1c(Cl)cc(Cl)cc1Cl	1.9%	-1.7%	2.3%
O=C(CN1CCCCCC1)Nc1ccc(Br)cc1[N+](=O)[O-]	-13.6%	-13.7%	-3.8%
CN(C)CCCN1CC(=O)N2[C@@H](Cc3c([nH]c4ccccc34)C2(C)C)C1=O	-2.3%	-1.1%	1.6%
CCOC(=O)C1CCN(C(=O)Cn2c(-c3cccs3)cc3cc(Cl)ccc32)CC1	-5.3%	.	-16.1%

The list goes on:
SMILES	KAT2A inh	N370S GC	FEN1 inhibitor
Cc1nc2ccc(S(=O)(=O)NC(C(=O)N3CCN(c4ccc(Cl)cc4)CC3)C(C)C)cc2s1 (stereo not given)	1.0%	.	-2.8%
CCCC(=O)Nc1nnc(SCc2cc(=O)n3cccc(C)c3n2)s1	6.6%	.	1.7%
Cn1c(=O)cc(OCCCC(=O)NCCCN2CCN(Cc3ccccc3)CC2)c2ccccc21	-7.3%	-9.4%	-5.7%
O=C(Oc1ccccc1F)c1ccc2c(=O)n3c(nc2c1)CCC3	-16.1%	-3.0%	-19.4%
CC(=O)C1=C(C)NC(=O)NC1c1ccccc1OCC(=O)NCCc1ccccc1 (stereo not given)	-1.9%	-7.2%	5.5%
O=C(Nc1cc(S(=O)(=O)N2CCCCC2)ccc1N1CCOCC1)c1ccc(F)cc1	-1.6%	11.4%	10.3%
O=C(Oc1cccc2cccnc12)c1ccco1	-6.3%	24.8%	-9.1%
Cc1cc(C)cc(NC(=O)CCN2C(=O)c3ccccc3C2=O)c1	-23.3%	0.4%	-1.0%
COC(=O)c1cc(C(=O)OCC(=O)NCc2ccc3c(c2)OCO3)cc([N+](=O)[O-])c1	-1.7%	-14.0%	-1.5%
CCC(C)N(C(=O)COC(=O)CSc1ccc([N+](=O)[O-])cc1)C1CCS(=O)(=O)C1 (stereo not given)	-6.7%	-13.0%	9.0%
CCN(CC)S(=O)(=O)c1cccc(C(=O)Nc2cccc(C)c2)c1	?	7.7%	3.0%
CCN1C[C@@H]2[C@@H]3C(=O)N(Cc4ccccc4)C(=O)[C@@H]3[C@](Cc3ccccc3)(C(=O)OC)N2C1=NC	-9.9%	.	2.7%
CCCCC1N2CC3([N+](=O)[O-])CN1CC([N+](=O)[O-])(C2)C3(C)C (stereo not given)	23.5%	2.3%	2.3%
Cn1c(SCC(=O)Nc2cc(Cl)cc(Cl)c2)nnc1-c1ccc2nonc2c1	3.3%	-3.0%	-3.4%
CC1CCN(c2ccc([N+](=O)[O-])cn2)CC1	1.0%	-1.3%	5.6%
CC[C@H](C)[C@H]1O[C@]2(CC[C@@H]1C)C[C@@H]1C[C@@H](C/C=C(\C)[C@H](O[C@@H]3C[C@H](OC)[C@H](O[C@@H]4C[C@H](OC)[C@@H](O)[C@H](C)O4)[C@H](C)O3)[C@@H](C)/C=C/C=C3\CO[C@@H]4[C@H](O)C(C)=C[C@@H](C(=O)O1)[C@]34O)O2	?	?	.
CC(=O)c1ccc(NC(=O)CN(C)S(=O)(=O)c2cc3c(cc2C)NC(=O)CO3)cc1	1.9%	.	20.7%
Cc1ccc(/C=C/C(=O)Nc2ccc(Cl)cc2Cl)cc1	-0.5%	.	15.5%
CSCC[C@H](NC(=O)OC(C)(C)C)c1nnc(SCc2cccc(F)c2)o1	-8.8%	8.9%	-15.6%
CN(CCC1CCOCC1)C(=O)CC1C(=O)NCCN1Cc1ccccc1F (stereo not given)	-13.8%	-3.1%	2.6%
CCOC(=O)c1ccccc1NC(=O)COC(=O)C1CCN(S(=O)(=O)c2ccccc2C(=O)OC)CC1	-5.2%	0.0%	8.2%
S=c1[nH]nc(-c2cccs2)n1C1CCCCC1	-8.2%	9.0%	-17.3%
Cc1ccc(C(=O)N2CCN(c3ccc([N+](=O)[O-])c(N4CCOCC4)c3)CC2)cc1	-7.0%	-3.2%	2.8%
CN1CCc2c1nc1ccccc1c2NC(=O)CN1CCCC1	-6.4%	?	-10.9%
CCOc1ccc(NC(=O)CCCn2nc(C)c3c(C)n(-c4ccccc4)nc3c2=O)cc1	1.6%	-2.2%	16.0%
O=C(Cn1c(-c2ccccc2Cl)nc2ccccc21)Nc1cccc(Cl)c1	-0.1%	15.8%	5.4%
O=C(Nc1ccccc1-c1nnn(CC(=O)N2CCCc3ccccc32)n1)c1ccco1	-5.7%	4.2%	-23.2%
COC(=O)c1cccc(CN2C(=O)SC(Nc3ccc(Br)cc3)C2=O)c1 (stereo not given)	-18.0%	.	-25.3%
COc1ccc(CCNC(=O)C(=O)NCC(c2cccs2)S(=O)(=O)c2ccc(F)cc2)cc1 (stereo not given)	1.2%	.	9.0%
O=C(Cn1c2c(c(-c3ccccc3Cl)cc1=O)CCC2)NCCCN1CCOCC1	-15.2%	-4.9%	15.5%
CCOC(=O)N1CCN(C(=O)COc2ccc3ccccc3c2Br)CC1	1.4%	-13.9%	11.3%
CC(C)(C)c1ccc(C(=O)Nc2ccc3c(c2)C(=O)NC3=O)cc1	-1.4%	0.0%	17.2%
Cc1ccc(NC(=O)c2ccc(OC(F)(F)F)cc2)cc1S(=O)(=O)N(C)C	-15.8%	15.8%	-20.1%
O=C(Cc1sc(-c2ccccc2)nc1-c1ccccc1)Nc1ccc(Cl)cc1	0.7%	4.8%	-0.8%
Cc1ccc(C2=Nc3ccccc3N(CC(=O)Nc3ccccc3C)C(=O)C2)cc1C	3.2%	.	4.8%
Cc1ccccc1NC(=S)NCc1ccc2c(c1)cc(C)n2C	-3.9%	6.2%	-15.7%
COc1ccccc1/C=C1/SC(=S)N(C(C)C(=O)NC2C=CS(=O)(=O)C2)C1=O (stereo not given)	-12.1%	?	-9.8%
COC(=O)[C@H]1C[C@@H](c2ccccc2)[C@H](C)C1(C)C	-14.8%	-24.6%	-0.6%
Cc1ccc(S(=O)(=O)NC(N)=NCCc2ccc(Cl)cc2)cc1	-6.3%	8.4%	1.3%
Cc1ccc(C(=O)N2NC(c3ccccc3F)C3C(=O)N(c4cccc(C)c4)C(=O)C32)cc1 (stereo not given)	-5.0%	?	8.4%
COc1ccc(-n2c(SCC(=O)Nc3cccc(S(N)(=O)=O)c3)nc3ccccc3c2=O)cc1OC	-2.9%	-4.2%	1.6%
COc1ccc(-c2cc(N3C(=O)Nc4ccccc4N3O)n[nH]2)c(OC)c1	-4.5%	-2.7%	-3.7%
CCCCn1c(N)c(N(CCC(C)C)C(=O)C2CSC3(C)CCC(=O)N23)c(=O)[nH]c1=O (stereo not given)	1.5%	-14.6%	-1.0%
Cc1[nH]n(-c2ccccc2)c(=O)c1N=Nc1c(Cl)cccc1Cl	-7.2%	10.1%	-5.0%
CCc1ccc(S(=O)(=O)N/N=C(/C)c2ccncc2)cc1	0.3%	-6.3%	-13.5%

Two neighbouring records already listed, for reference:
SMILES	KAT2A inh	N370S GC	FEN1 inhibitor
CCOc1ccc(NC(=O)c2c(NCc3cccc(OC)c3OC)sc3c2CCC3)cc1	-7.0%	.	-8.7%
CN(C)CCCN1CC(=O)N2[C@@H](Cc3c([nH]c4ccccc34)C2(C)C)C1=O	-2.3%	-1.1%	1.6%

Going on with the list.
SMILES	KAT2A inh	N370S GC	FEN1 inhibitor
CC(C)CNC(=O)C(=O)NCC(c1ccc2c(c1)OCO2)N1CCOCC1 (stereo not given)	-1.9%	-17.6%	7.0%
COc1ccc(S(=O)(=O)N2CCC3(CC2)OCCN3S(=O)(=O)c2ccccc2)cc1OC	-5.8%	-3.6%	0.7%
O=c1c2ccc(Cl)cc2nc2n1CC/C2=C\c1cccc(O)c1	-0.5%	-2.2%	-8.0%
COc1ccc(Cl)cc1C(=O)OCC(=O)c1ccc[nH]1	-8.3%	.	-13.4%
CCC(=O)Nc1ccc(Cl)c(NC(=S)NC(=O)c2ccco2)c1	-1.2%	-3.3%	-6.6%
Cc1cccc(NC(=S)NC(=O)c2ccc(Br)o2)c1	-18.9%	9.1%	-23.3%
COCCn1nnnc1C(c1cc2c(C)cc(C)cc2[nH]c1=O)N1CCCCCC1 (stereo not given)	-4.9%	10.5%	0.7%
O=C(NC12CC3CC(CC(C3)C1)C2)c1cncc(O)c1	-7.9%	?	-5.4%
CCN1CCN(c2ccc(NC(=O)c3ccc4c(c3)[nH]c(=O)n4Cc3ccc(OC)cc3)cc2)CC1	-1.2%	-7.0%	3.4%
O=C(Nc1nc2ccccc2n1CCN1CCCCC1)c1ccco1	-4.2%	-3.7%	10.1%
CCN1C(=O)c2cccc3c(N)ccc(c23)C1=O	-4.0%	3.9%	-21.2%
Cc1cc(NC(=O)CCCC(=O)N(CC(=O)NC2CCCCC2)c2ccccc2)no1	-5.4%	8.6%	7.4%
CCC(=O)Nc1ccc(C(=O)Cn2nc(C(=O)O)c3ccccc3c2=O)cc1	-10.3%	-23.4%	.
Cc1ccccc1Nc1ccc2nonc2c1[N+](=O)[O-]	3.3%	-3.9%	-5.6%
FC(F)(F)c1cnc(N2CCN(C(=S)NCc3ccccc3)CC2)c(Cl)c1	-0.6%	3.9%	-24.7%

Whole records, quoted from the list. Order of values: KAT2A inh, N370S GC, FEN1 inhibitor
S=c1[nH]nc(-c2cccs2)n1C1CCCCC1 is entered as -8.2%, 9.0%, -17.3%
O=C(Oc1cccc2cccnc12)c1ccco1 is entered as -6.3%, 24.8%, -9.1%
COc1ccc(-c2cc(C(F)(F)F)nc(S(=O)(=O)CCC(=O)N3CCOCC3)n2)cc1 is entered as -14.9%, -2.2%, 1.2%

Additional compounds.
SMILES	KAT2A inh	N370S GC	FEN1 inhibitor
CN(C)c1ccc2c3c(ccc(N(C)C)c13)C(=O)OC2	-2.8%	-10.1%	-15.3%
Cc1cc(C(=O)Nc2ccc3c(c2)OCO3)no1	?	3.6%	-6.2%
Cc1cc(C)c(C(=O)NC2CC(C)(C)Cc3c2cnn3-c2cccc(F)c2)[nH]1 (stereo not given)	-29.1%	-1.7%	-3.9%
O=[N+]([O-])c1ccc2nc(N3CCCC3)sc2c1	19.4%	-5.6%	-5.2%
CCCC(=O)Nc1ccc2oc(-c3cncc(Br)c3)nc2c1	-2.8%	4.7%	9.2%
CCOC(=O)c1nnc(-c2ccccc2)nc1NCc1ccc(Cl)cc1	-6.4%	-2.1%	-11.0%
Cc1c(C(=O)N2CCCCCC2)c(S(=O)(=O)Nc2ccc(OC(F)(F)F)cc2)c(C)n1C	-2.4%	.	7.7%
CCC(C(=O)NC1CCCC1)N(Cc1ccco1)C(=O)CNS(=O)(=O)c1ccccc1 (stereo not given)	-17.3%	-8.4%	3.8%
COc1nnc(OC)c2ccccc12	0.9%	-1.0%	0.0%
COc1cccc2cc(-c3nc(-c4ccc(Cl)cc4)cs3)c(=O)oc12	0.3%	.	1.8%
COC(=O)c1ccccc1NC(=O)c1ccc2c(c1)CCN2S(C)(=O)=O	-4.9%	.	10.8%
C=CC[C@@H](CC(=O)N[C@H](CO)Cc1ccccc1)C(=O)N[C@H](COC(=O)[C@@H](CC=C)Cc1ccc(F)cc1)Cc1ccccc1	2.3%	.	-7.6%
CCN(CC)S(=O)(=O)c1cccc(-c2nnc(SCC(=O)c3cc(C)n(C)c3C)o2)c1	-3.9%	-7.6%	-12.5%
CCCS(=O)(=O)NCCc1cc2c(OC)ccc(OC)c2[nH]c1=O	1.6%	7.1%	-1.9%

From PubChem BioAssay

Some of the compounds tested; the hit share may differ from the screen's.
